# Screening results: PubChem BioAssay, Sanford-Burnham Center for Chemical Genomics
# Hsp70 inhibitors: Hsp70 inhibitors, probe displacement, primary screen, biochemical, fluorescence polarization (AID 583) | Heat shock 70 kDa protein 1A (Homo sapiens) | Hsp70 fluorescence polarization probe displacement, mP; higher % means a stronger effect | one-dose displacement, % at 20 µM; IC50 in µM for titrated hits | hit rate 0.06% among 140,000; in the data active means displacement above about 50%;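 further: plate controls were vehicle for no effect and reference ligand for full effect; a part of the inactive calls stands beside numbers as strong as those of hits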
# Rat MKP-3 inhibitors: MKP-3 phosphatase inhibitors, primary screen, biochemical, rat enzyme, in vitro (AID 425); Dual specificity protein phosphatase 6 (Rattus norvegicus); recombinant MKP-3 phosphatase activity, fluorescence; higher % means a stronger effect; inhibition, % at 20 µM; hits with a dose series show IC50 in µM; hit rate 0.17% among 110,000; in the data active means inhibition above about 50%;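 further: plate controls were vehicle for no effect and reference inhibitor for full effect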
# * hit, by the source's call; x = not tested or not shown; & = joins results of further samples. This is a subset. The share of hits here may be higher or lower than overall.
SMILES,Hsp70 inhibitors,Rat MKP-3 inhibitors
CCOC(=O)c1oc2cc(O)ccc2c(=O)c1-c1ccccc1OC,6.9%,0%
C=CCc1cccc(/C=N/n2cnnc2)c1O,14%,0%
CCN1CCCC1CNC(=O)CSc1cc(=O)n(CC)c2ccccc12 (centres undefined),5.3%,-10%
Nc1nc2ccc(-c3nc4ccccc4o3)cc2s1,-3.1%,x
OCCN(CCO)Cc1ccc(Br)cc1,0.8%,x
COc1ccc(Cl)cc1N(S(=O)(=O)c1ccc(NC(C)=O)cc1)S(=O)(=O)c1ccc(NC(C)=O)cc1,x,4%
O=C(Nc1ccc(Cl)cc1C(=O)Nc1ccncc1)c1ccco1,-4.3%,4%
O=C(c1ccc([N+](=O)[O-])cc1)N1CCN(C2CCN(Cc3ccccc3)CC2)CC1,2.5%,2%
CCOc1ccc(-c2nc3nc(C)c(Br)cc3[nH]2)cc1,12%,0%
Oc1cnn(-c2ccccc2)c1,0.8%,-4%
O=C(O)CCCN1C(=O)/C(=C/c2c(F)cccc2Cl)SC1=S,3.3%,2%
CCOc1ccc2nc(COC(=O)c3ccco3)c(C(C)=O)[n+]([O-])c2c1,4.0%,-7%
COC(=O)c1ccccc1NC(=O)CN(c1ccc(Cl)cc1)S(C)(=O)=O,3.6%,2%
COc1cccc(C2c3c(-c4cc(Cl)c(C)cc4O)n[nH]c3C(=O)N2Cc2cccnc2)c1 (centres undefined),0.7%,x
CC1(C)c2ccccc2N2CC(=O)NC21/C=C/c1ccco1 (centres undefined),-6.5%,-8%
COc1ccc(NC(=O)CCN2CC(C)OC(C)C2)c(OC)c1 (centres undefined),2.3%,x
CCCC(C)NC(=O)c1ccc2[nH]c3c(c2c1)CC(C)CC3 (centres undefined),-3.1%,x
CCOC(=O)c1ccccc1NS(=O)(=O)c1ccc(S(=O)(=O)N2CCCC2)cc1,3.0%,-13%
O=[N+]([O-])c1ccc(N/C(=N/S(=O)(=O)c2ccc(Cl)cc2)c2ccccc2)cc1,-0.5%,2%
N#Cc1nc(-c2ccco2)oc1N1CCCC1,7.1%,-10%
COC(=O)c1[nH]c(C)c(/C(O)=C2\C(=O)C(=O)N(CCN(C)C)C2c2ccc(OC)cc2)c1C (centres undefined),-3.5%,-8%
CCOc1ccc(N=C2C(=O)N(CN3CCOCC3)c3ccccc32)cc1,1.8%,-5%
Cc1cccc2cc(CN(Cc3nnnn3C3CCCC3)C3CCCCC3)c(=O)[nH]c12,-0.5%,2%
CC(C(=O)Nc1ccccc1F)N1C(=O)c2ccccc2C1=O (centres undefined),0.8%,-6%
Cc1ccc(C)c(C(=O)CN2C3=NCCCN3c3ccccc32)c1,-0.2%,x
O=C(NCCN1CCOCC1)c1cccs1,4.9%,-9%
CCOC(=O)c1sc(NC(=O)CSc2ncn[nH]2)c(C#N)c1C,0.4%,-4%
CCCn1cc(S(=O)(=O)CC(=O)Nc2ccc(OCC)cc2)c2ccccc21,-5.9%,4%
CCOC(=O)N1CCC(N2C(=O)c3ccccc3C2Nc2ccc3c(C)cc(=O)oc3c2)CC1 (centres undefined),1.5%,-1%
CC(=O)NCCc1cc2cc(C)c(C)cc2[nH]c1=O,-2.6%,9%
O=C(Nc1cccc(-c2cn3ccccc3n2)c1)c1cccnc1,5.0%,3%
COc1ccc(CCNC(=O)CN(c2ccccc2OC)S(C)(=O)=O)cc1OC,2.6%,-13%
O/N=C(\Cc1cscn1)c1ccc(O)cc1O,5.7%,6%
Cc1csc(NC(=O)C2CCCCC2C(=O)O)n1 (centres undefined),-3.0%&-6.4%,-9%&-1%
CCn1c(=O)c2cc(C(=O)NCc3cccs3)sc2c2ccccc21,-1.7%,-2%
NC(=O)c1cn(-c2ccccc2)nc1-c1cccnc1,6.0%,4%
COC(=O)c1c(NC(=O)CSc2nnc(-c3cccnc3)n2Cc2ccco2)sc(C)c1C,6.8%,-3%
COc1ccc(C)cc1NC(=O)COc1ccc(Br)cc1C,-5.7%,0%
CCOc1ccc(S(=O)(=O)N(C)c2ccc(OCC(=O)NCc3ccco3)cc2)cc1,1.2%,x
O=C(Cn1cnc2ccccc2c1=O)Nc1ccc2c(c1)CCC2,0.3%,0%
COc1ccccc1OC(=O)c1ccc(S(=O)(=O)N(C)C)cc1,-3.6%,x
Cc1cc2cc(CN(Cc3ccc4c(c3)OCO4)C(=O)c3cnccn3)c3nnnn3c2cc1C,-7.7%,-2%
Cc1ccccc1C(=O)Nc1ccc(-c2cnc(-c3ccc(NC(=O)c4ccccc4C)cc3)nc2)cc1,2.9%,-4%
O=C(Nc1sc2c(c1C(=O)NC1CCCCC1)CCC2)c1ccco1,-3.6%,-3%
O=C(Nc1nccs1)C(c1ccccc1)c1ccccc1,0.6%,-2%
COc1ccccc1N1C(=O)C2C3C=CC(CC3)C2C1=O (centres undefined),-1.6%,1%
O=C1CC(N=Cc2cccc(O)c2)=NN1c1ccccc1,7.4%,1%
COc1ccc(/C=C2\SC(=O)N(c3c(C)n(C)n(-c4ccccc4)c3=O)C2=O)cc1OC,-3.7%,3%
Cc1c(C(=O)O)oc2ccc(S(=O)(=O)NCCC3=CCCCC3)cc12,-0.6%,0%
Cc1c(Cl)cccc1NC(=O)/C=C/c1ccccc1Cl,-2.7%,1%
Cc1c(C(=O)NCc2cccnc2)oc2ccc(S(=O)(=O)N3CCCCC3)cc12,-1.4%,0%
Cc1cnc(C(=O)Nc2ccccc2-n2cccc2)cn1,-2.7%,-8%
COc1ccccc1OCCNc1nc2c(c(=O)n(C)c(=O)n2C)n1C,2.2%&-3.1%,-1%
CC1CCCN(C(=O)c2sc3cc([N+](=O)[O-])ccc3c2Cl)C1 (centres undefined),2.1%,4%
O=C(CN(C(=O)CCC(=O)Nc1ccccn1)c1ccc2c(c1)OCCO2)NCCc1ccccc1,-0.2%,-15%
Cc1noc(C)c1COc1ccc(C(=O)NCC2CCCO2)cc1 (centres undefined),-5.6%,x
C=CCc1cccc(/C=N/NC(=O)CSc2nnc(-c3ccccc3)n2-c2ccccc2)c1O,1.0%,13%
COc1ccc(CC(=O)NCc2cccs2)cc1,10%,-4%
O=[N+]([O-])c1cccc(Cl)c1C1NN=C(Cc2ccccc2)S1 (centres undefined),1.9%,0%
CN(C)S(=O)(=O)c1ccc(C(=O)Nc2nnc(Cc3ccccc3)s2)cc1,5.2%,-9%

# Other compounds:
SMILES,Hsp70 inhibitors,Rat MKP-3 inhibitors
O=C(c1ccc(NS(=O)(=O)c2cccs2)cc1)N1CCCCC1,-6.2%,-12%
CCN1CCCC1CNC(=O)Cn1cccc1C(=O)c1ccccc1C (centres undefined),0.3%,-3%
COc1ccccc1NC(=O)COC(=O)CNC(=O)c1ccc(OC)c(OC)c1,6.1%,-7%
Cn1c(=O)[nH]c(=O)c2c1nc(CN1CCN(c3cccc(Cl)c3)CC1)n2CCN1CCOCC1,1.1%,-5%
C=CCn1c(SCC(=O)NC23CC4CC(CC(C4)C2)C3)nc(O)cc1=O,8.5%,2%
CC(Sc1nnc(N)s1)C(=O)Nc1ccc(N2CCOCC2)cc1 (centres undefined),3.3%,x
COc1ccc(C2OC(=O)CC2C(=O)NC2CCCCCC2)cc1OC (centres undefined),-2.7%,-8%
COc1cc(NC(=O)c2ccc(-c3ccc(Br)cc3)o2)ccc1NC(=O)c1ccco1,-4.6%,9%
CC(C)NC(=O)c1ccccc1N(Cc1ccccc1)S(C)(=O)=O,1.1%,x
COc1ccccc1NC(=O)c1nn(C)cc1Br,3.2%,x
CCC1=NN(C(=O)c2cccc(C)c2O)C(O)(c2ccc(Br)cc2)C1 (centres undefined),2.2%,0%
COc1ccc(NC(=O)CSc2c(C)n[nH]c2C)cc1,2.0%,x
COCCOC(=O)c1c(C)n(C)c2ccc(OC(=O)c3cccs3)cc12,7.1%,4%
CCOC(=O)c1conc1-c1ccc(Br)cc1,6.5%,1%
COC(=O)c1cc(NS(=O)(=O)c2ccc3c(c2)CCC(=O)N3)cc(C(=O)OC)c1,5.1%,-1%
COc1cccc(C(=O)Nc2sc(C)c(C)c2C(N)=O)c1,-0.2%,0%
COCCn1nnnc1C(c1cc2cccc(C)c2[nH]c1=O)N1CCN(c2ccccc2F)CC1 (centres undefined),-0.1%,-5%
CCn1ccc(C(=O)Oc2ccc(C(C)C)cc2)n1,-2.7%,-6%
Cc1noc(C)c1S(=O)(=O)Nc1ccc(C(=O)O)cc1,-3.7%,3%
Cc1ccc(Nc2cc(C)nn2-c2nc(C)cc(=O)[nH]2)cc1,0.9%,-7%
COc1ccc(C2C(C(=O)N3CCCCC3)c3ccccc3C(=O)N2C)cc1 (centres undefined),-0.8%,-2%
COC(=O)c1[nH]c2ccc(C)cc2c1NC(=O)C1=COCCO1,0.7%,-9%
CN1C(=O)c2oc3ccccc3c(=O)c2C1c1ccncc1 (centres undefined),-0.7%,2%
Cc1cc(C)nc(SCC(=O)Nc2ccc(F)cc2)n1,2.3%,3%
CCCc1cc(C(=O)N2CCN(C(c3ccccc3)c3ccccc3)CC2)no1,8.3%,-7%
O=C(CCN1C(=O)COc2ccccc21)NCCN1CCN(c2cccc(Cl)c2)CC1,-2.8%,3%
N#CCCN(Cc1cccnc1)C(=O)c1ccc(S(=O)(=O)N2CCOCC2)cc1,5.2%,-5%
O=c1c2cc(N3CCOCC3)ccc2[nH]c(=S)n1Cc1ccco1,0.4%,-2%
O=c1c2c3c(sc2n2c(=S)[nH]nc2n1Cc1ccccc1)CN(Cc1ccccc1)CC3,0.8%,x
CC1CC(C)CN(CCCNC(=O)C2CCN(S(=O)(=O)N3CCCCC3)CC2)C1 (centres undefined),-0.3%,-2%
Cc1ccc2c(CC(=O)OC3CCOC3=O)coc2c1 (centres undefined),-0.7%,-20%
Cc1ccc(C2OC3(C(=O)c4ccccc4C3=O)C(c3ccc(Br)cc3)C23C(=O)c2ccccc2C3=O)cc1 (centres undefined),5.7%,-3%
CC1CCCC(NC(=O)c2ccc(CNc3c(N4CCCC4)c(=O)c3=O)cc2)C1C (centres undefined),4.6%,-1%
Cc1ccc(N=Cc2ccc(C#N)cc2)cc1F,6.9%,-1%
O=C1C2CCCN2C(c2ccccc2)N1c1cccc(Cl)c1 (centres undefined),4.0%,-2%
CCCCN(CC)CCCNC(=O)Cn1nc(Cc2cccnc2)c2ccccc2c1=O,-1.6%,x
COC(=O)COc1ccc(/C=C2\C(=O)NC(=O)N(c3cc(C)cc(C)c3)C2=O)cc1OC,0.3%,-2%
O=C(CN1CCN(c2ccc(Cl)cc2)CC1)Nc1ccc(F)cc1,3.7%,8%
COc1ccc(OC)c(S(=O)(=O)Nc2ccccc2F)c1,-1.8%,-3%
CC1CC(NS(=O)(=O)c2cccs2)CC(C)(C)C1 (centres undefined),0.1%,x

# A different layout for 2 compounds above:
molecule | Hsp70 inhibitors | Rat MKP-3 inhibitors
CCCCN(CC)CCCNC(=O)Cn1nc(Cc2cccnc2)c2ccccc2c1=O | -1.6% | x
COC(=O)COc1ccc(/C=C2\C(=O)NC(=O)N(c3cc(C)cc(C)c3)C2=O)cc1OC | 0.3% | -2%

# Among those listed so far, 7 have fluorine.
SMILES,Hsp70 inhibitors,Rat MKP-3 inhibitors
O=C(O)CCCN1C(=O)/C(=C/c2c(F)cccc2Cl)SC1=S,3.3%,2%
CC(C(=O)Nc1ccccc1F)N1C(=O)c2ccccc2C1=O (centres undefined),0.8%,-6%
COCCn1nnnc1C(c1cc2cccc(C)c2[nH]c1=O)N1CCN(c2ccccc2F)CC1 (centres undefined),-0.1%,-5%
Cc1cc(C)nc(SCC(=O)Nc2ccc(F)cc2)n1,2.3%,3%
Cc1ccc(N=Cc2ccc(C#N)cc2)cc1F,6.9%,-1%
O=C(CN1CCN(c2ccc(Cl)cc2)CC1)Nc1ccc(F)cc1,3.7%,8%
COc1ccc(OC)c(S(=O)(=O)Nc2ccccc2F)c1,-1.8%,-3%

# New compounds follow
SMILES,Hsp70 inhibitors,Rat MKP-3 inhibitors
Cc1c(C(=O)Nc2ccc(NC(=O)c3ccc(C(C)(C)C)cc3)cc2)cccc1[N+](=O)[O-],0.5%,5%
O=C1C(=O)N(CCc2ccccc2)C2C=CC=CC12 (centres undefined),0.1%,3%
COC(=O)CSc1nc(-c2cccs2)ccc1C#N,-4.3%,-6%
COc1ccc(Br)cc1C(=O)N1CCN(c2ccc([N+](=O)[O-])cc2Cl)CC1,3.3%,4%
COc1ccc(O)c(CN2CCN(Cc3ccc(SC)cc3)CC2)c1,-1.2%,0%
COC(=O)c1sc2ccccc2c1C(=O)OC,-1.1%,4%
Cc1cc(C)n2c(SCC(=O)NCc3ccco3)nnc2n1,2.8%,6%
CC(NC(=O)COc1ccccc1)C(c1ccccc1)N1CCN(C)CC1 (centres undefined),-0.9%,0%
CC(C)CCNc1nc2c(c(=O)[nH]c(=O)n2C)n1CC(O)COC(C)C (centres undefined),-4.7%,8%
Cn1c(NC(=O)CCc2ccccc2)cc(=O)n(C)c1=O,0.6%,-7%
COc1ccccc1NC(=O)/C(=C\c1cccs1)NC(=O)c1ccc(C(C)(C)C)cc1,0.1%,-1%
COC(=O)c1c(NC(=O)C2CC=CCC2C(=O)O)sc(C(N)=O)c1C (centres undefined),6.0%,-12%
CCOC(=O)c1c(-c2ccc(Cl)cc2)csc1NC(=O)COc1ccccc1OC,2.0%,0%
COc1ccc(CC2NCCC3(O)CCCCC23)cc1 (centres undefined),-4.6%,-4%

# Taken from the results shown for reference:
SMILES,Hsp70 inhibitors,Rat MKP-3 inhibitors
CCOC(=O)c1oc2cc(O)ccc2c(=O)c1-c1ccccc1OC,6.9%,0%
C=CCc1cccc(/C=N/n2cnnc2)c1O,14%,0%
CCN1CCCC1CNC(=O)CSc1cc(=O)n(CC)c2ccccc12 (centres undefined),5.3%,-10%
